Screens: PubChem, several laboratories
ASAP1 GAP inh – ASAP1 ArfGAP inhibition | ASAP1-stimulated ARF1 GTP hydrolysis, GDP FP detection | inhibition, % at 16.5 µM | hit rate 0.19% among 360,000 | AID 624377; in the data active = inhibition above about 25%;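 also: 0% = vehicle with enzyme and substrate and 100% = no enzyme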
KLK7 zymogen act – proKLK7 (human) activation, primary screen | P49862 | purified proKLK7, EDANS-DABCYL substrate fluorescence; 100% is mature enzyme control, 0% vehicle | activation, % at 7 µM | hit rate 0.9% among 370,000;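 active = activation above the mean of all tested compounds plus 3 SD, computed per campaign excluding outliers beyond control limits, cut at about 13% in these data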
ARFGAP1 inhibitor – rat ARFGAP1 inhibition; Q62848; Arfgap1-stimulated ARF1 GTP hydrolysis, GDP FP detection; inhibition, % at 16.5 µM; hit rate 0.26% among 360,000; AID 651572;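 active = inhibition above a per-plate limit, mean inhibition of low control wells plus 3 SD, cut at about 25% in these data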;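 also: 0% = DMSO wells with enzyme and 100% = wells lacking Arfgap1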
Target sequence (Q62848 1-136 limits assumed): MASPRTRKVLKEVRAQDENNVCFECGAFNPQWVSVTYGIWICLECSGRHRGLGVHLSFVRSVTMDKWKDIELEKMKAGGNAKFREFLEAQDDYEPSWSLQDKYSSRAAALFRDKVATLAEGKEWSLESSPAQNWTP
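Material: rat Arfgap1 catalytic domain, aa 1-136; also added: human ARF1(Δ1-17)-GTP substrate; compound dosing: one concentration, 16.5 µM, DMSO 1.26%; incubation: GTP hydrolysis reaction 2 h at 25 °C; measured by: Tracer-displacement fluorescence polarization with EDTA stop, 620/688 nm; evaluation: % inhibition from polarization; repeats: one replicate per compound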
Rev-erbA mod – modulators of human Rev-erb alpha DNA binding. P20393. Rev-erbα–FITC-DNA binding, fluorescence polarization, 90 min. activity, % at 10 µM. hit rate 0.79% among 370,000;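 active = activity above about 14%, limit read from the data; passing the limit was not always enough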;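 also: 0% = DMSO wells with 35 nM protein and 100% = DMSO wells with 750 nM protein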
Tn6 DDE FP – DD(E)-Tn6 binding inhibition, primary FP screen. Fibrin DD(E) TRITC-Tn6 fluorescence polarization displacement. hit rate 0.21% among 370,000. P02675. inhibition, % at 8.3 µM;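 active = inhibition above a per-campaign cutoff: mean of compounds within control limits plus 3 SD, cut at about 15% in these data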;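 also: 0% = median of all compound wells on the plate and 100% = blocking peptide control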
PLC-beta3 inh – blocks human PLC-beta3 enzyme activity | hit rate 0.18% among 370,000 | Q01970 | Purified PLC-beta3, fluorogenic substrate, fluorescence | inhibition, % at 12.2 µM; in the data active = inhibition above about 11%;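 also: 0% = median of compound wells on plate and 100% = full blocker control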
UHRF1 binding – blocks human UHRF1 binding to methylated DNA. UHRF1 binding to methylated oligo, TR-FRET. inhibition, % at 4.4 µM. hit rate 0.75% among 370,000. AID 687016; in the data active = inhibition above about 21%;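 also: UHRF1 SRA domain binding a hemimethylated CpG hairpin DNA probe; 0% = median of test compound wells and 100% = reference inhibitor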
Target sequence (Q96T88 whole entry, looked up, the tested form may be a part): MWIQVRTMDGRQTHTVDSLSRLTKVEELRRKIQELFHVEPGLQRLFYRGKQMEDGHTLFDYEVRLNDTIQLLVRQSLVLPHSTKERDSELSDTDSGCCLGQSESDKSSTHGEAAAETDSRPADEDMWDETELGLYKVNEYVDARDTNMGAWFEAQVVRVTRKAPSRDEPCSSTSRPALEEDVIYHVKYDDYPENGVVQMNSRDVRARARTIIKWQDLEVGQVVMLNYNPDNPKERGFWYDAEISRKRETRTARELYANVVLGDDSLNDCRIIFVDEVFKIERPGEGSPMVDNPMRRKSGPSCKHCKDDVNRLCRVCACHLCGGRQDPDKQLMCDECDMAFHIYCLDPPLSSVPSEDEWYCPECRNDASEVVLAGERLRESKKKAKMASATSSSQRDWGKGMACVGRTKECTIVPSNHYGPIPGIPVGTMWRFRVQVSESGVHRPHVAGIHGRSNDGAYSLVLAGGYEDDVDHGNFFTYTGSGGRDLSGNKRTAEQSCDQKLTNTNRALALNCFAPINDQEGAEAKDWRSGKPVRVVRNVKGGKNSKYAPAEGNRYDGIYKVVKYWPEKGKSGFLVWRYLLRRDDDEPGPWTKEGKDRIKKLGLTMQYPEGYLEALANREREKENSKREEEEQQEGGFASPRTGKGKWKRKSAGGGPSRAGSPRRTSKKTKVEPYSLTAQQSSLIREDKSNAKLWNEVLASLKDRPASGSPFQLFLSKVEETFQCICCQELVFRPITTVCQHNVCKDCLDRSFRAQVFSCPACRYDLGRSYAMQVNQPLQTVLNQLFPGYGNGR
HGIII-sPLA2 inh – Blocks human group III sPLA2 activity | Q9NZ20 | QFRET BODIPY PC-A2 liposome hydrolysis, fluorescence | inhibition, % at 12.2 µM | hit rate 0.56% among 370,000 | AID 743126;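 active = inhibition above mean plus 3 SD of compounds lying within the high and low control bounds, cut at about 19% in these data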;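 also: 0% = median of test compound wells and 100% = no enzyme DMSO wells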
PLC-gamma1 inh – blocks human PLC-gamma1 enzyme activity | P19174 | purified PLC-gamma1, fluorogenic substrate, fluorescence | inhibition, % at 12.2 µM | hit rate 0.84% among 370,000 | AID 720700; in the data active = inhibition above about 9.5%
Tn7 DDE FP – DD(E)-Tn7 binding inhibition, primary FP screen; P02675; FP displacement of FITC-Tn7 peptide from fibrin DD(E); 0% = median of compound wells per plate; inhibition, % at 8.3 µM; hit rate 0.13% among 370,000; AID 720508;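 active = inhibition above the mean of compounds falling within the control limits plus 3 SD of them, cut at about 14% in these data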;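 also: 0% = plate median of compound wells and 100% = 10 µM Aha-Tn7 peptide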
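Assay system: human fibrin DD(E). Input: DD(E) 2 µM final. Medium: Tris buffer with calcium and detergent, pH 7.8. Compound dosing: single point at 8.3 µM. Timing: 10 min plus 3 h, room temperature. Technique: fluorescence polarization of the labelled Tn7 tracer. Read-out: percent inhibition. Replicates: singlicate testing.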
* = called active by the depositor.

item | ASAP1 GAP inh | KLK7 zymogen act | ARFGAP1 inhibitor | Rev-erbA mod | Tn6 DDE FP | PLC-beta3 inh | UHRF1 binding | HGIII-sPLA2 inh | PLC-gamma1 inh | Tn7 DDE FP | mol
1 | 13 | -1.2 | 5 | 2 | 7 | -2 | 2 | 2 | 5 | -7 | O=C(C(Br)=Cc1ccccc1)c1ccccc1
2 | 9 | -0.2 | -6 | -2 | -1 | 2 | -2 | 5 | 4 | -7 | COC(=O)C1SCC2C(=O)N(Cc3ccc(Cl)cc3)CC(=O)N21 (centres undefined)
3 | -1 | 0.6 | 0 | 4 | 2 | -1 | -2 | -13 | -4 | 7 | Cc1cc(C)cc(OCC(=O)OCC(=O)NCCC2=CCCCC2)c1
4 | -6 | 0.0 | -3 | -4 | 10 | -6 | -3 | 2 | 1 | 7 | CCCCCCOC(=O)Cc1c(C)nc(N)[nH]c1=O
5 | 4 | 0.1 | -9 | 1 | -2 | 3 | 4 | 2 | -2 | 9 | COCCN1C(=O)C(=O)/C(=C(/O)c2cccc(OC)c2)C1c1ccco1 (centres undefined)
6 | 6 | 1.2 | -17 | -1 | 5 | -37 | 61* | -5 | -5 | -4 | O=C1NC(=S)NC1=Cc1ccco1
7 | 3 | 5.2 | 6 | 21 | 5 | -46 | 2 | 8 | -42 | 2 | COc1ccc2nc(N/C(N)=N/C(=S)Nc3c(C)cccc3C)nc(C)c2c1
8 | -1 | -0.3 | -3 | -1 | 0 | -22 | 2 | 11 | -8 | 1 | CN(CC1CCOCC1)C(=O)CC1C(=O)NCCN1Cc1ccc(Cl)c(F)c1 (centres undefined)
9 | 0 | 0.0 | -1 | 22* | -10 | -2 | 1 | 2 | 4 | -3 | O=C(CCn1c(=S)[nH]c2cc3c(cc2c1=O)OCO3)NCc1ccc(Cl)cc1
10 | 2 | -0.7 | 7 | -3 | 2 | -3 | -1 | -5 | 3 | -1 | COc1ccc(CCCC(=O)NCCc2ccccc2)c(C)c1
11 | 3 | -0.4 | -6 | -15 | -4 | -1 | 4 | 12 | 7 | 5 | CCSc1nc2c(cnn2-c2ccc(C)c(C)c2)c(=O)[nH]1
12 | 7 | -0.2 | 9 | 3 | 0 | -15 | -2 | -1 | -15 | -1 | COc1ccc(NC(=O)CSc2ccc3c4c(cccc24)C(=O)c2ccccc2-3)cc1
13 | 9 | -0.4 | 1 | 0 | 3 | -5 | 0 | -12 | 0 | -4 | COc1ccccc1N1CCN(S(=O)(=O)c2ccc3c(c2)NC(=O)CS3)CC1
14 | 12 | -0.5 | -2 | 7 | -8 | 4 | 0 | -5 | 4 | -1 | COc1ccc(CNC(=O)C2(C)Cc3ccccc3C(=O)O2)cc1 (centres undefined)
15 | 2 | -0.1 | -6 | 1 | 3 | 0 | -3 | 4 | 1 | -8 | CC(C)C[C@H]1CN([C@@H](CC(C)C)CN2CCC[C@@H]2CN2C(=O)C(=O)NC[C@@H]2Cc2ccccc2)C(=O)C(=O)N1CC1CCCCC1
16 | 7 | 0.3 | 8 | 10 | -3 | -2 | -2 | -7 | 1 | -4 | CCCCCCCCN1C(=O)[C@H](CC(=O)NCCC(C)C)C[C@@]2(C(=O)OC)CCCCC=C12
17 | 12 | 1.7 | -3 | -1 | -2 | -13 | 0 | -1 | -9 | -4 | O=C(COC(=O)c1ccccc1O)Nc1ccc2ccccc2c1
18 | -11 | -2.0 | 14 | 8 | -3 | -27 | -2 | 0 | -20 | 2 | COC(=O)c1cc2c(c3c4cc(OC)ccc4n(S(=O)(=O)c4cccc(C)c4)c13)C(=O)N(Cc1ccccc1OC)C2
19 | 1 | 0.1 | 1 | -2 | 9 | 1 | -1 | 2 | 2 | -6 | O=C(CN(CC1CCCO1)C(=O)CCC(=O)Nc1nccs1)NCc1ccc2c(c1)OCO2 (centres undefined)
20 | 4 | 1.0 | -1 | -5 | 0 | -6 | 0 | 6 | 1 | 5 | COc1ccccc1OCCNC(=O)c1ccc(C)o1
21 | -3 | -0.4 | 0 | 32* | 5 | 5 | 0 | 6 | 2 | 2 | O=C(c1ccc2c(=O)n(Cc3ccccc3Cl)c(=S)[nH]c2c1)N1CCOCC1
22 | -5 | 0.5 | -12 | 2 | 9 | -8 | -1 | 0 | 0 | 1 | CCN(CC)S(=O)(=O)c1ccc(NC(=O)c2nc3nc(C)cc(C)n3n2)cc1
23 | 1 | -0.4 | 3 | 10 | 4 | 2 | -2 | -2 | 1 | -2 | Cc1ccc(C(=O)c2cc([N+](=O)[O-])ccc2N2CC(C)OC(C)C2)cc1 (centres undefined)
24 | 3 | 0.4 | 12 | 2 | -8 | 3 | 0 | -14 | 1 | -5 | O=C(Nc1cc(Sc2ccccn2)cc([N+](=O)[O-])c1)c1cccc(F)c1
25 | -5 | -0.6 | 12 | 6 | 1 | -20 | 3 | 10 | -8 | 11 | CCOc1ccc2[nH]c(=O)c(CN(CC3COCCO3)C(=O)c3ccc(C)cc3)cc2c1 (centres undefined)
26 | -11 | 0.2 | 10 | -1 | 2 | -5 | 2 | 5 | 0 | -3 | Cc1nnc(NC(=O)CSc2nnc(C)c(=O)n2N)s1
27 | -5 | 1.1 | 9 | 3 | -4 | -7 | 0 | -15 | -5 | -7 | C=CCOC(=O)C1=C(C)OC(N)=C(C#N)C1c1ccc2c(c1)OCO2 (centres undefined)
28 | 10 | -0.3 | 8 | 4 | 1 | -4 | 2 | 2 | 1 | 11 | O=C(CSc1cccc2cccc(Cl)c12)NCc1cccs1
29 | -4 | 0.7 | 2 | 1 | -2 | -7 | 3 | 3 | 0 | -5 | CCN1C(=O)CC(N2CCC(c3nc4ccccc4[nH]3)CC2)C1=O (centres undefined)
30 | 6 | -0.1 | -8 | 1 | -5 | -2 | -2 | -1 | -2 | -1 | CCOC(=O)N1CCN(CCC(=O)Nc2ccccc2OC)CC1
31 | 6 | 0.4 | -8 | 6 | -3 | 3 | -1 | 4 | 2 | 9 | O=C(CCNC(=O)c1ccccc1)Nc1ccc(S(=O)(=O)Nc2ncccn2)cc1
32 | 9 | 0.7 | -9 | 6 | -12 | 5 | 2 | -12 | 0 | -11 | COc1cc2cc(C(=O)N3CCOCC3)cc(-c3ccc(C)cc3)c2cc1OC
33 | 3 | 0.4 | 10 | -1 | 1 | -5 | -2 | 2 | -3 | 1 | COc1cc(/C=N/n2nnnc2N)cc(Cl)c1OC
34 | 9 | 0.2 | -5 | -7 | -1 | -3 | -3 | 2 | -2 | -4 | Cc1cc(C(C)(C)C)oc1C(=O)Nc1ccc(CC(=O)O)cc1
35 | 17 | 0.3 | 9 | 7 | 1 | 1 | -1 | -14 | -3 | 5 | Cc1ccc(S(=O)(=O)NCC(=O)OCC(=O)c2cc(C)n(-c3ccccc3)c2C)cc1
36 | 0 | 0.1 | 8 | 6 | 8 | 5 | 16 | -13 | 1 | 4 | CC(Sc1nc2ccccc2n1C)C(=O)NC(c1ccccc1)c1ccccc1 (centres undefined)
37 | -13 | 0.5 | 10 | -2 | 7 | 1 | -6 | -8 | 1 | -1 | CCC(C)n1c(SCc2ccccc2)nc2ccsc2c1=O (centres undefined)
38 | 1 | 1.2 | -10 | -4 | -5 | -78 | -6 | -30 | -53 | -8 | COC(=O)Nc1nn(-c2ccc(Cl)cc2)c(=O)c(C#N)c1C
39 | 11 | 0.2 | 1 | -2 | -5 | -9 | 1 | 3 | -1 | 1 | CCOC(=O)C=C(C(=O)OCC)C(=O)OCC
40 | 8 | -0.1 | -3 | -5 | -2 | 4 | -1 | 0 | 7 | 0 | COc1cc(CC(=O)OCn2nnc3ccccc3c2=O)cc(OC)c1OC

Twelve structures from above, arranged by molar mass, rising:
item | ASAP1 GAP inh | KLK7 zymogen act | ARFGAP1 inhibitor | Rev-erbA mod | Tn6 DDE FP | PLC-beta3 inh | UHRF1 binding | HGIII-sPLA2 inh | PLC-gamma1 inh | Tn7 DDE FP | mol
33 | 3 | 0.4 | 10 | -1 | 1 | -5 | -2 | 2 | -3 | 1 | COc1cc(/C=N/n2nnnc2N)cc(Cl)c1OC
34 | 9 | 0.2 | -5 | -7 | -1 | -3 | -3 | 2 | -2 | -4 | Cc1cc(C(C)(C)C)oc1C(=O)Nc1ccc(CC(=O)O)cc1
38 | 1 | 1.2 | -10 | -4 | -5 | -78 | -6 | -30 | -53 | -8 | COC(=O)Nc1nn(-c2ccc(Cl)cc2)c(=O)c(C#N)c1C
29 | -4 | 0.7 | 2 | 1 | -2 | -7 | 3 | 3 | 0 | -5 | CCN1C(=O)CC(N2CCC(c3nc4ccccc4[nH]3)CC2)C1=O (centres undefined)
37 | -13 | 0.5 | 10 | -2 | 7 | 1 | -6 | -8 | 1 | -1 | CCC(C)n1c(SCc2ccccc2)nc2ccsc2c1=O (centres undefined)
30 | 6 | -0.1 | -8 | 1 | -5 | -2 | -2 | -1 | -2 | -1 | CCOC(=O)N1CCN(CCC(=O)Nc2ccccc2OC)CC1
27 | -5 | 1.1 | 9 | 3 | -4 | -7 | 0 | -15 | -5 | -7 | C=CCOC(=O)C1=C(C)OC(N)=C(C#N)C1c1ccc2c(c1)OCO2 (centres undefined)
28 | 10 | -0.3 | 8 | 4 | 1 | -4 | 2 | 2 | 1 | 11 | O=C(CSc1cccc2cccc(Cl)c12)NCc1cccs1
32 | 9 | 0.7 | -9 | 6 | -12 | 5 | 2 | -12 | 0 | -11 | COc1cc2cc(C(=O)N3CCOCC3)cc(-c3ccc(C)cc3)c2cc1OC
36 | 0 | 0.1 | 8 | 6 | 8 | 5 | 16 | -13 | 1 | 4 | CC(Sc1nc2ccccc2n1C)C(=O)NC(c1ccccc1)c1ccccc1 (centres undefined)
31 | 6 | 0.4 | -8 | 6 | -3 | 3 | -1 | 4 | 2 | 9 | O=C(CCNC(=O)c1ccccc1)Nc1ccc(S(=O)(=O)Nc2ncccn2)cc1
35 | 17 | 0.3 | 9 | 7 | 1 | 1 | -1 | -14 | -3 | 5 | Cc1ccc(S(=O)(=O)NCC(=O)OCC(=O)c2cc(C)n(-c3ccccc3)c2C)cc1

(more compounds)
item | ASAP1 GAP inh | KLK7 zymogen act | ARFGAP1 inhibitor | Rev-erbA mod | Tn6 DDE FP | PLC-beta3 inh | UHRF1 binding | HGIII-sPLA2 inh | PLC-gamma1 inh | Tn7 DDE FP | mol
41 | 2 | 0.1 | -3 | 2 | -7 | -6 | 5 | 5 | 0 | 8 | CC(C)(C)c1nc2ccc(NS(=O)(=O)c3ccc(F)c(F)c3F)cc2[nH]1
42 | -3 | 0.3 | -5 | 0 | -1 | 0 | 3 | 0 | 10* | -4 | O=C1CC(c2ccccc2)Sc2ccccc2N1 (centres undefined)
43 | -3 | 46* | 4 | -7 | -2 | -156 | -2 | -13 | -113 | 4 | CN(C)CCCNC(=O)C[C@H]1C[C@H](C(=O)N2CCCCC2)[C@@]2(CCc3ccccc3)c3[nH]c4cc(-c5ccco5)ccc4c3CCN2C1=O
44 | -15 | -0.9 | 7 | -8 | 13 | -177 | 4 | 7 | -150 | 0 | O=C1c2ccccc2NC(c2ccccc2)N1/N=C/c1ccccc1 (centres undefined)
